KB-3-1 tox – KB-3-1 parental cell cytotoxicity; KB-3-1 viability, CellTiter-Glo ATP luminescence, 72 h; Potency, µM (titrated, usually from 46.1 µM), for the others: top-dose activity change, negative = cytotoxic, usual class: cytotoxic; 400,000 compounds, 1.4% hits; AID 1347075; further: potency means the concentration at half of the fitted maximal effect; on the % scale 0 is the no-effect control and ±100 the full control effect; nearly all actives have a fitted effect of over 60% in size
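Here the drug-naive KB-3-1 line serves as comparator for MDR sub-line selectivity; cells received compound titrations, 72 h at 37 °C, then CellTiter-Glo readout.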
KB-V1 cytotox – kills drug-selected multidrug resistant KB-V1 cells | KB-V1 MDR cells viability, CellTiter-Glo, 72 h | Potency, µM (titrated, usually from 46.1 µM), for the others: at the top dose activity change, negative = cytotoxicity, usual class: cytotoxic | 400,000 compounds, 3.4% hits; further: potency means the concentration at half of the fitted maximal effect; on the % scale 0 is the no-effect control and ±100 the full control effect; nearly all actives have a fitted effect of over 60% in size
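Cells of the MDR subline KB-V1 are plated, dosed with compound at multiple concentrations, and incubated 72 h at 37 degrees C; CellTiter-Glo is then added and luminescence read after 10 min.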
SW480 rereplic – DNA re-replication induction in SW480 cells; SW480 DNA re-replication, Hoechst DNA content imaging, 48 h; Potency, µM (series often up to 46.1 µM), for the others: top-dose re-replication activation, most hits filed as activators; 340,000 compounds, 1.8% hits; further: potency means the concentration at half of the fitted maximal effect; % of control where 0% means no effect; nearly all actives have a fitted effect of over 55% in size
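Image-based DNA-content assay: after two days of treatment, nuclei were labelled with the DNA dye Hoechst and imaged, and hits were compounds raising the count of nuclei showing high fluorescence intensity.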
IL-1B inflam inh – inhibitors of inflammasome signaling (IL-1 beta secretion). 360,000 compounds, 4.7% hits. THP-1 LPS/ATP IL-1B secretion, AlphaLISA, 16 h; stronger effect = lower value. activity change, % at 57.5 µM. AID 743279; in the data active means activity change below about -50%; inconclusive means mostly about -30% to -49%; further: on the % scale 0 is the no-effect control and ±100 the full control effect
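THP-1 cells pretreated 1 hr with compounds (up to 57.5 uM final), then stimulated with LPS (250 ng/mL final) plus ATP (1.25 mM final); secreted IL-1B measured by AlphaLISA after 16 hr, decreased signal indicating inhibition.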
HT1080-NT tox – kills 2HG-producing HT-1080-NT fibrosarcoma cells; 360,000 compounds, 1.6% hits; HT-1080-NT fibrosarcoma viability, CellTiter-Glo ATP luminescence, 48 h; Potency, µM (highest dose often 46.1 µM), for inactives: top-dose activity, negative = less viability, hits mostly cytotoxic;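 further: NT is the 2HG producing partner of a matched IDH1 knockdown line; potency means the concentration at half of the fitted maximal effect; 0% = DMSO-treated cells and -100% = media-only wells without cells; nearly all actives have a fitted effect of over 55% in size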
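HT-1080-NT; 750 cells/well; 5% FBS RPMI; 48 h compound, 37 degrees C; CellTiter-Glo luminescence; curve fitting and curve-class assignment.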
HT1080 IDH1KD tx – kills HT-1080 cells with IDH1 knockdown. Potency, µM (doses to about 46.1 µM), without a hit: at the top dose activity, negative = toxicity, actives largely listed as cytotoxic. 360,000 compounds, 2% hits. HT-1080 IDH1 knockdown viability, ATP luminescence, 48 h;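 further: potency means the concentration at half of the fitted maximal effect; 0% = DMSO wells and -100% = cell-free medium wells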
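% activity derives from luminescence (CellTiter-Glo), normalised to DMSO and no-cell wells. HT-1080-IDH1KD cells, 750/well, had 48 h compound exposure at 37 °C.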
MCF10A rereplic – induces DNA re-replication in MCF 10a normal breast cells. 350,000 compounds, 2.9% hits. MCF 10A DNA re-replication, Hoechst nuclear intensity, 48 h. Potency, µM (top dose mostly 46.1 µM), without a hit: at the highest dose activity, positive = re-replication, most hits filed as activators; further: potency means the concentration at half of the fitted maximal effect; % of control where 0% means no effect; nearly all actives have a fitted effect of over 50% in size
WRN inhibitor – inhibitors of human WRN helicase; WRN helicase unwinding, fluorescent forked duplex, kinetic; AID 651768; Potency, µM (highest dose often 114 µM), without a hit: top-dose activity change, negative = inhibition, usual class: inhibitors; 360,000 compounds, 0.46% hits; further: potency means the concentration at half of the fitted maximal effect; on the % scale 0 is the no-effect control and ±100 the full control effect; nearly all actives have a fitted effect of over 55% in size
Target sequence (Q14191 whole entry, looked up): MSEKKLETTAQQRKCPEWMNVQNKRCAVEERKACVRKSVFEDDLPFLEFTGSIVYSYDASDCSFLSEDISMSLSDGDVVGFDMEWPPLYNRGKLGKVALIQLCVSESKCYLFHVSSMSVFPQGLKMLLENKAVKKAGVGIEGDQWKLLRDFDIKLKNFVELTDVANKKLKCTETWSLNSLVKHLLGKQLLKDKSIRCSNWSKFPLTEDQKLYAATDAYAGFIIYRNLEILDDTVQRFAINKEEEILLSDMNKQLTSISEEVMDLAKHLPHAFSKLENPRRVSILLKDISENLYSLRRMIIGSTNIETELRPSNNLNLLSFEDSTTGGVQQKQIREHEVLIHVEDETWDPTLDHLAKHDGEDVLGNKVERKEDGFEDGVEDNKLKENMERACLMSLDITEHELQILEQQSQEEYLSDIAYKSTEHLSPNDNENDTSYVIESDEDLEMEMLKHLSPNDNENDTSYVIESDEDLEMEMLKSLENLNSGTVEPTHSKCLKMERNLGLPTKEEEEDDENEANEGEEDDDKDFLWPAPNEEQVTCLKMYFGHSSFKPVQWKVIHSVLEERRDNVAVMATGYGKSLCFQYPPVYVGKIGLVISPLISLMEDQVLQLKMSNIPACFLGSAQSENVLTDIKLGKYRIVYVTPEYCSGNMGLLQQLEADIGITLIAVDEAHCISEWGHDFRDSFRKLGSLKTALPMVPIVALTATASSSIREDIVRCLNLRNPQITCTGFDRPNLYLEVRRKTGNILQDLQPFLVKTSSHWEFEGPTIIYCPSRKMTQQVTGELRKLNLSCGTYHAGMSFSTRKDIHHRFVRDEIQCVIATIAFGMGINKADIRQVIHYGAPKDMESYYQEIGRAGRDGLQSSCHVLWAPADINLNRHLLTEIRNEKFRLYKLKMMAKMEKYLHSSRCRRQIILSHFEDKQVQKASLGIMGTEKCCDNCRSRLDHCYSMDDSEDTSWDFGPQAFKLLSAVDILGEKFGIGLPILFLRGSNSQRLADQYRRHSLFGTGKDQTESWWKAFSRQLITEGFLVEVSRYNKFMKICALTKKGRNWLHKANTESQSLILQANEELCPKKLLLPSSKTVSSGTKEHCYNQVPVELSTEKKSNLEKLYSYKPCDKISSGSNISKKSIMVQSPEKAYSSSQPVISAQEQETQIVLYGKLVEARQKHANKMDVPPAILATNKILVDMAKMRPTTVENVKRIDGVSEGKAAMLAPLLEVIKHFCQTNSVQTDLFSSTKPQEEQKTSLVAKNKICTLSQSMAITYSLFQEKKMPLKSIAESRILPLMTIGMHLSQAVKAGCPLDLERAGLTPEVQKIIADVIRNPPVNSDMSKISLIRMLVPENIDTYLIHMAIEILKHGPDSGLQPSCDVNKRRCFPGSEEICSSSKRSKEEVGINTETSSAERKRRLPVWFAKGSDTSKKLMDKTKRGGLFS
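Fluorescence dequenching readout, ex 525 nm/em 598 nm, kinetic mode: forked duplex DNA (100 nM final) with adjacent fluorophore and quencher unwound by WRN (20 nM final) with 2 mM ATP. Compound preincubation 15 min, room temperature.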
ATXN2 expr inh – inhibitors of ATXN2 expression. AID 1745845. Potency, µM (highest dose often 57 µM), without a hit: at the highest dose activity change, negative = inhibition, most hits filed as inhibitors. HEK-293 ATXN2-luciferase reporter, luminescence, 24 h. 360,000 compounds, 0.72% hits; further: potency means the concentration at half of the fitted maximal effect; on the % scale 0 is the no-effect control and ±100 the full control effect; nearly all actives have a fitted effect of over 55% in size
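ATXN2-luciferase reporter cells (luciferase flanked by upstream and downstream ATXN2 gene portions) were treated 24 h at 37 °C with compounds at up to 57 uM. SteadyGlo luminescence gave expression; GF-AFC fluorescence gave viability.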
* hit, by the source's call; u = inconclusive; x = not tested or not shown; [ ] = remark or other dose. Unless noted, the call rests on the fitted dose curve; in most records, active means well fitted curve in the direction sought with a large enough effect; inconclusive means small, poorly fitted or top-dose-only effect, or another doubt; inactive means no such curve, though single readings can be large; an effect the other way counts as inactive or inconclusive.

Every second line gives: KB-3-1 tox | KB-V1 cytotox | SW480 rereplic | IL-1B inflam inh | HT1080-NT tox | HT1080 IDH1KD tx | MCF10A rereplic | WRN inhibitor | ATXN2 expr inh
CCOc1ccc(C(=O)N(CC)CC(=O)Nc2ccc3c(c2)OCCO3)cc1OCC
    -10% | -13% | 2% | 8 | -2% | 1% | 1% | 0% | 5%
COc1cc(C(=O)N/N=C(\C)c2ccccn2)cc(OC)c1OC
    6.5µM* | 7.3µM* | 3.7µM* | 32 | u | u | u | -2% | -13%
COc1cc(C=C2C(=O)c3ccccc3C2=O)ccc1O
    1% | 10% | -13% | 8 | -1% | -1% | 5% | -7% | x
CN1C/C(=C/c2ccccc2[N+](=O)[O-])C(=O)/C(=C\c2ccccc2[N+](=O)[O-])C1
    u | 20% | 1.2µM* | -98* | 2.9µM* | 3.7µM* | 1.8µM* | -8%[11.6 µM] | u
Cc1c(O[C@@H]2O[C@H](CO)[C@@H](O)[C@H](O)[C@H]2O)c(CO)c(O[C@@H]2O[C@H](CO)[C@@H](O)[C@H](O)[C@H]2O)c2c1O[C@@H](c1ccccc1)C[C@@H]2O
    2% | 4% | u | -8 | -3% | -5% | 4% | 5% | -3%
CC(C)(C)OC(=O)C[C@@H]1C/C=C\C[C@H](CC(=O)N(CCO)Cc2ccccc2)C(=O)N[C@H](C(C)(C)C)COC1=O
    7% | 1% | 1% | 14 | -2% | 2% | 6% | -32% | 12%
CCCN(CCC)C(=O)CP(=O)(c1ccccc1)c1ccccc1
    -4% | -1% | 1% | -2 | 2% | 12% | -16% | 8% | 3%
CCCOP(=O)(c1ccc(N(C)C)cc1)C(O)c1cccnc1 (stereo not drawn)
    6% | -19% | -12% | 10 | 23% | 8% | 24% | 7% | 6%
COc1ccc2c(-c3cnc(N4CCOCC4)nc3)c(-c3ccc(S(C)(=O)=O)cc3)sc2c1
    -7% | 11% | -13% | -29 | 3% | 11% | u | 11% | -3%
Cc1cc(C)n(-c2ccc(C(=O)NCc3ccc(F)cc3)cc2)n1
    2% | 15% | -5%[1.84 µM] | -23 | 11% | 5% | u | -4%[57.1 µM] | 5%
COC(=O)C1=C(C)Nc2nnnn2C1c1cc(OC)ccc1OC (stereo not drawn)
    3% | -11% | -2% | 3 | 5% | 3% | 6% | -4% | 1%
COc1cccc(/C=N/NC(=O)C(C)Sc2ccccc2)c1 (stereo not drawn)
    1% | -24% | -7% | 43 | 18% | 8% | u | u | -12%
O=C1c2ccccc2NC(c2ccc(-c3cccs3)o2)N1O (stereo not drawn)
    u | u | -10% | x | x | x | -4% | x | 28%
CNC(=O)CSc1nc(-c2ccccc2)c(-c2ccccc2)o1
    2% | -29% | -69%[inhibitor] | 2 | -5% | -2% | -4% | -7% | x
N/C(Cc1ccc(Cl)cc1)=N\OC(=O)Cc1ccc([N+](=O)[O-])cc1
    0% | u | 7% | -103* | 6% | 5% | u | -12% | -10%
O=C(O)CCNS(=O)(=O)c1ccccc1
    0% | 0% | 6% | 36 | 18% | 9% | u | -8% | 0%
Cc1nn(-c2ccccc2)c(C)c1NC(=O)COC(=O)c1ccccc1
    -9% | u | -21% | 17 | 2%[9.24 µM] | 2% | 1% | 4% | 7%
COc1cccc(/C=N/NC(=O)c2cc3c(OC)c(OC)ccc3[nH]2)c1OC
    9.2µM* | -1% | 23µM* | 26 | u | 6.5µM* | u | -31%[57.1 µM] | x
Fc1ccc(-c2nnc3n2CCCCC3)cc1
    0% | 23% | 4% | -8 | 12% | 11% | 2% | 12% | 9%
CCOC(=O)C1(Cc2ccccc2)CCN(Cc2ccc(C3CCCCO3)s2)CC1 (stereo not drawn)
    -2% | u | 12% | 17 | -29% | -29% | 16µM* | -32% | -26%
O=C(O)C1CCCN1S(=O)(=O)c1ccccc1 (stereo not drawn)
    4% | 2% | -1% | 18 | 2% | -1% | 10% | -3% | 2%
Cc1nn(-c2ccccc2)c(N)c1C1(O)C(=O)Nc2ccccc21 (stereo not drawn)
    7% | 3% | -4% | 31 | 11% | 14% | -13% | -3% | 2%
O=C1CCC/C(=N/NC(=O)C2CCN(S(=O)(=O)c3cccs3)CC2)C1
    -2% | 5% | 5% | 35 | 1% | 9% | -5% | -3% | -3%
CCc1cc2cc(C(=O)Nc3ccc(F)cc3)sc2s1
    5% | 10% | -4% | -5 | 21% | 17% | 2% | -8% | 19%
O=C(COC(=O)c1cccc(S(=O)(=O)N2CCN(c3ccc(F)cc3)CC2)c1)NCC1CCCO1 (stereo not drawn)
    10% | -15% | -5% | 21 | -3% | -15% | 0% | -9% | -14%
O=C(O)CCSc1nc2ccccc2s1
    0% | -10% | 1% | 31 | 1% | -2% | -8% | 3% | 10µM*
CS(=O)(=O)c1nc(S(=O)(=O)c2ccc(Cl)cc2)c(NCCN2CCOCC2)s1
    3% | u | 1% | -52* | u | 8% | 3% | 3%[11.6 µM] | -4%
O=C(CN1C(=O)c2ccccc2C1=O)NCC(=O)OCC(=O)c1ccc(Br)cc1
    13% | u | -4% | 8 | 14% | 10% | 1% | -18% | -8%
O=C(CSc1ncccn1)N/N=C/c1ccccc1[N+](=O)[O-]
    12% | 14% | -5% | 12 | 4% | 18% | -5% | -3% | -11%
CCN(C(=O)C1CCN(c2nc(-c3ccc(OC)cc3)no2)CC1)c1ccccc1
    u | 2% | -3% | 21 | 9% | -4% | 2% | 0% | u

The listing continues.
Every second line gives: KB-3-1 tox | KB-V1 cytotox | SW480 rereplic | IL-1B inflam inh | HT1080-NT tox | HT1080 IDH1KD tx | MCF10A rereplic | WRN inhibitor | ATXN2 expr inh
O=S(=O)(NN=Cc1ccc(O)cc1O)c1cc(Cl)c(Cl)cc1Cl
    6% | 1% | -5% | 13 | 2% | 1% | 4% | -5% | 12%
COc1ccc(NC(=O)CN(C)C(=O)c2cccc(S(=O)(=O)Nc3ccccc3Cl)c2)cc1
    0% | -12% | 2% | -11 | 9% | 3% | -1% | -25% | -3%
Cc1ccc(S(=O)(=O)N2CCOCC2)cc1C(=O)OCC(=O)c1ccc(Br)cc1
    -24% | -29% | 2% | -7 | -2% | 0% | 2% | -4% | x
COc1ccc(C(=O)COC(=O)CNC(=O)c2ccc(Cl)cc2Cl)c(OC)c1
    4% | u | -18% | -1 | 11% | 15% | u | -11%[11.6 µM] | -2%
O=C1CN(C(=O)CSc2nnc(-c3ccccc3)n2Cc2ccc3c(c2)OCO3)c2ccccc2N1
    0% | 12% | 7% | -19 | u | 19% | -41%[inhibitor] | 1% | -19%
COc1ccc2cc(CCNC(=O)CC(C)(C)C)c(=O)[nH]c2c1
    6% | 2% | 1% | -4 | -1% | 26% | -7% | -9% | 33%
COc1cc(/C=C2\SC(=S)N(NC(=O)c3ccccc3O)C2=O)ccc1O
    -7% | 17% | u | 23 | u | -12% | 9% | 56µM* | -23%
O=C1CCCN1Cc1ccccc1
    0% | 16% | -6% | 25 | u | 16% | -15% | 6% | -8%
CC(C)OC(=O)CSc1nnc(Cc2ccccc2)n1C
    -4% | -12% | -10% | -17 | 8% | -6% | 9% | -10% | 4%
N#CC(C#N)C(c1ccsc1)c1c(-c2ccccc2)[nH][nH]c1=O (stereo not drawn)
    -2% | -4% | 24% | 0 | 2% | 0% | 4%[9.22 µM] | u | -2%
COc1cc2ccccc2cc1C(=O)Nc1ccc(C)cc1
    u | u | u | -3 | u | u | u | 0% | x
O=CN1CCCN(Cc2nc(-c3cccc(Cl)c3)no2)CC1
    0% | u | 1% | -14 | 17% | 3% | -6% | 3% | 20%
C/C(=N\NC(=O)Cc1ccccc1)c1ccc(Br)s1
    1% | 18% | -2% | 16 | 13% | 20% | 6% | -1% | x
Cc1oc2cc(O)ccc2c(=O)c1-c1cnn(-c2ccccc2)c1
    7% | 1% | 2% | 13 | -3% | -19% | u | -13% | 7%
O=C(Nc1ccc2c(c1)OCCO2)C1CCN(S(=O)(=O)c2ccc(Br)s2)CC1
    u | 10µM* | u | -28 | -23% | -2% | -4% | -22%[57.1 µM] | 10%
O=C(COc1coc(CN2CCN(c3cccc(Cl)c3)CC2)cc1=O)NC1CCCC1
    2% | u | -40%[inhibitor] | -1 | 7% | 0% | 0% | -2% | 1%

Complete entries, quoted from the list. Values in the order: KB-3-1 tox, KB-V1 cytotox, SW480 rereplic, IL-1B inflam inh, HT1080-NT tox, HT1080 IDH1KD tx, MCF10A rereplic, WRN inhibitor, ATXN2 expr inh
Record of CCc1cc2cc(C(=O)Nc3ccc(F)cc3)sc2s1 : 5%, 10%, -4%, -5, 21%, 17%, 2%, -8%, 19%
Record of Cc1oc2cc(O)ccc2c(=O)c1-c1cnn(-c2ccccc2)c1 : 7%, 1%, 2%, 13, -3%, -19%, u, -13%, 7%
Record of O=C1CCC/C(=N/NC(=O)C2CCN(S(=O)(=O)c3cccs3)CC2)C1 : -2%, 5%, 5%, 35, 1%, 9%, -5%, -3%, -3%
Record of Cc1ccc(S(=O)(=O)N2CCOCC2)cc1C(=O)OCC(=O)c1ccc(Br)cc1 : -24%, -29%, 2%, -7, -2%, 0%, 2%, -4%, x

Reformatted with bars between the fields: entries from further up
Molecule | KB-3-1 tox | KB-V1 cytotox | SW480 rereplic | IL-1B inflam inh | HT1080-NT tox | HT1080 IDH1KD tx | MCF10A rereplic | WRN inhibitor | ATXN2 expr inh
O=CN1CCCN(Cc2nc(-c3cccc(Cl)c3)no2)CC1 | 0% | u | 1% | -14 | 17% | 3% | -6% | 3% | 20%
C/C(=N\NC(=O)Cc1ccccc1)c1ccc(Br)s1 | 1% | 18% | -2% | 16 | 13% | 20% | 6% | -1% | x
Cc1oc2cc(O)ccc2c(=O)c1-c1cnn(-c2ccccc2)c1 | 7% | 1% | 2% | 13 | -3% | -19% | u | -13% | 7%

Compound activity as filed in PubChem BioAssay.
